Screening results from PubChem.
FXIa single inh = inhibitors of human coagulation factor XIa | 33,000 compounds, 0.3% hits | P03951 | purified human FXIa, fluorogenic AMC substrate cleavage | inhibition, % at 10 µM | AID 687;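 active means inhibition above 40% in the primary screen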;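 further: 0% = enzyme without compound and 100% = blank wells lacking enzyme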
FXIIa single = blocks human coagulation factor XIIa activity; P00748; purified human FXIIa, AMC substrate fluorescence, 2 h; inhibition, % at 10 µM; 33,000 compounds, 0.2% hits; in the data active means inhibition above about 30%;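 further: 0% = enzyme with vehicle only and 100% = no enzyme blank; many of its hits are not listed in these tables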
Numbers without * were called inactive. Only part of the results is shown; rates above refer to the full screens.

SMILES	FXIa single inh	FXIIa single
Cc1cccc2c1NC(=O)/C2=C\C(=O)c1cccs1	-3	2
CCCCC1C(=O)N(c2ccccc2)N(c2ccccc2)C1=O	9	12
Cc1cccc(C)c1NC(=O)C1CCCCN1C (stereo not given)	12	4
Cn1c(=O)c2c(ncn2CCO)n(C)c1=O	2	3
CCn1cc(C(=O)O)c(=O)c2cc(F)c(N3CCNCC3)nc21	5	4
C[C@@H]1C[C@H]2[C@@H]3C[C@H](F)C4=CC(=O)C=C[C@]4(C)[C@@]3(F)[C@@H](O)C[C@]2(C)[C@@]1(O)C(=O)COC(=O)C(C)(C)C	4	2
CN(C)CCOc1ccccc1Cc1ccccc1	1	12
CCCCOc1ccc(CC(=O)NO)cc1	9	5

2 entries from above in a different format:
molecule,FXIa single inh,FXIIa single
CCCCC1C(=O)N(c2ccccc2)N(c2ccccc2)C1=O,9,12
Cc1cccc(C)c1NC(=O)C1CCCCN1C (stereo not given),12,4

Gathered by group, the compounds so far with nitrogen in an aromatic ring (2)
SMILES	FXIa single inh	FXIIa single
Cn1c(=O)c2c(ncn2CCO)n(C)c1=O	2	3
CCn1cc(C(=O)O)c(=O)c2cc(F)c(N3CCNCC3)nc21	5	4
